ADAM10 inh: inhibitors of human ADAM10 | O14672 | recombinant ADAM10, EDANS/DABCYL FRET peptide cleavage, 3 h | inhibition, % at 7 µM | 370,000 tested, 0.62% active | AID 720582;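 active means inhibition above a per-campaign cutoff equal to the mean of compounds falling between control-based bounds plus 3 SD, cut at about 20% in these data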;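 further: 0% = DMSO wells while the 100% control is not disclosed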
Target sequence (O14672 214-748 limits assumed): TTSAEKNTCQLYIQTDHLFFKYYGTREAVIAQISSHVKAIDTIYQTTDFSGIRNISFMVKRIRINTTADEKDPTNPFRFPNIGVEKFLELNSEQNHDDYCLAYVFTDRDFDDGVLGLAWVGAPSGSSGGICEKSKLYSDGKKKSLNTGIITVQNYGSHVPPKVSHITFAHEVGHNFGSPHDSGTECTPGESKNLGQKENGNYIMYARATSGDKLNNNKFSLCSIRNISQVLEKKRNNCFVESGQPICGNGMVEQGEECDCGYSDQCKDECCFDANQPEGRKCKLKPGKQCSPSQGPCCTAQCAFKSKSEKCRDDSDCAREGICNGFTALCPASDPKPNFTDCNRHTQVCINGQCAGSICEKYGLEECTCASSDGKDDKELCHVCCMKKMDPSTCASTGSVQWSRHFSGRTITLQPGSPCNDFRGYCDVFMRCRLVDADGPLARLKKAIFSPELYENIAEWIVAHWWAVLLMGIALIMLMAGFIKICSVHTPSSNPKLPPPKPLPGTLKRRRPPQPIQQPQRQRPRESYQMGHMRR
DAX1 inh-1: inhibits human nuclear receptor DAX1; HEK293 Gal4-DAX1 luciferase reporter, luminescence; inhibition, % at 6.75 µM; 340,000 tested, 0.99% active; AID 504766;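 active means inhibition above the mean over all tested compounds plus 3 SD, cut at about 4.2% in these data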;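 further: 0% = DAX1-transfected cells with DMSO and 100% = empty-vector control cells with DMSO; inhibition shows as a rise in luminescence from relieved DAX1 repression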
Target sequence (P51843 207-470 limits assumed): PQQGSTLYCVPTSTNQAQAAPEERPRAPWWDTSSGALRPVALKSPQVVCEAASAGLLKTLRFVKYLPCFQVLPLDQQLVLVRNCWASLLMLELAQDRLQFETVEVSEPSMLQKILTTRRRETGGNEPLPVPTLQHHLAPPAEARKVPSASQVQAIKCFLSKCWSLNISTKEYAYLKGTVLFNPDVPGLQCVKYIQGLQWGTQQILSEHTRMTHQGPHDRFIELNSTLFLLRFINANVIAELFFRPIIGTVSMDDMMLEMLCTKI
DAX1 inh-2: inhibitors of DAX1 repression of SF-1 activated StAR promoter. HEK293T StAR-luciferase reporter, SF-1/DAX-1 repression relief. inhibition, % at 6.8 µM. 370,000 tested, 1.1% active. AID 652010;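 active means inhibition above the mean over all tested compounds plus 3 SD, cut at about 3.6% in these data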;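 further: 0% = DAX-1 cells with DMSO and 100% = cells lacking DAX-1 with DMSO; higher inhibition means more luminescence from relief of DAX-1 repression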
PLC-beta3 inh: PLC-beta3 (human) inhibition, primary screen; Q01970; Purified PLC-beta3, fluorogenic substrate, fluorescence; inhibition, % at 12.2 µM; 370,000 tested, 0.18% active; AID 720704; in the data active means inhibition above about 11%;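 further: 0% = median of compound wells on plate and 100% = full blocker control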
PLC-gamma1 inh: inhibitors of human phospholipase C gamma1. AID 720700. 370,000 tested, 0.84% active. inhibition, % at 12.2 µM. purified PLC-gamma1, fluorogenic substrate, fluorescence. P19174; in the data active means inhibition above about 9.5%
ssDAF-12 act: activators of S. stercoralis DAF-12 nuclear receptor | 370,000 tested, 1% active | activation, % at 6.8 µM | HEK293 ssDAF-12/GRIP1 lit1-tk-luc reporter, luminescence; % of 3 µM dafachronic acid response;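 active means activation above the mean over all tested compounds plus 3 SD, cut at about 0.9% in these data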;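 further: 0% = DMSO-only wells and 100% = 3 µM delta7-dafachronic acid wells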
hgDAF-12 ag: activates the H. glycines DAF-12 receptor ligand-binding domain. HEK293 GAL4-hgDAF12 UAS-luciferase reporter, agonist luminescence; normalized to butyrate control. activation, % at 6.8 µM. 370,000 tested, 1.8% active;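 active means activation above a cutoff set at the mean of all screened compounds plus 3 SD, cut at about 10% in these data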;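 further: 0% = DMSO wells and 100% = sodium butyrate wells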
HGIII-sPLA2 inh: Blocks human group III sPLA2 activity; inhibition, % at 12.2 µM; AID 743126; QFRET BODIPY PC-A2 liposome hydrolysis, fluorescence; 370,000 tested, 0.56% active;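 active means inhibition above mean plus 3 SD of compounds lying within the high and low control bounds, cut at about 19% in these data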;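 further: 0% = median of test compound wells and 100% = no enzyme DMSO wells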
GAA850 FXN act: increases GAA850 frataxin promoter reporter activity. activation, % at 6 µM. HEK293 lucGAA850 FXN promoter luciferase reporter, 24 h; percent of 10 µM SAHA response. 360,000 tested, 0.56% active;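 active means activation above the average of all compounds screened plus 3 SD, cutoff fixed separately per campaign, cut at about 7.5% in these data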;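 further: 0% = DMSO wells and 100% = 10 µM SAHA wells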
ADAM17 inh: ADAM17 inhibition, QFRET primary screen; inhibition, % at 6.95 µM; recombinant ADAM17, EDANS/DABCYL FRET peptide cleavage; 370,000 tested, 0.83% active; P78536;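 active means inhibition above the mean of compounds lying between control limits plus 3 SD, set per campaign, cut at about 8.5% in these data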;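 further: 0% = DMSO-only wells as the low control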
hcDAF12 agonist: H. contortus DAF-12 activation, primary screen; 370,000 tested, 1.4% active; activation, % at 6.8 µM; HEK293 hcDAF-12 lit1-tk-luc reporter, luminescence; 0% DMSO, 100% Δ7-dafachronic acid;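 active means activation above the mean of all tested compounds plus 3 SD, cut at about 5.5% in these data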;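 further: 100% = response to 3 µM Δ7-dafachronic acid high control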
Numbers without * were called inactive; . = not tested or not shown; & = joins results of further samples.

SMILES	ADAM10 inh	DAX1 inh-1	DAX1 inh-2	PLC-beta3 inh	PLC-gamma1 inh	ssDAF-12 act	hgDAF-12 ag	HGIII-sPLA2 inh	GAA850 FXN act	ADAM17 inh	hcDAF12 agonist
CCOc1ccc(Cl)cc1S(=O)(=O)N1CCN(c2ccc(F)cc2)CC1	11	-0.8	-0.3	0	3	-2.0	-2.7	-12	1.7	6	-2.1
Cc1ccc(F)cc1C(=O)N1CCCCC1c1cc(C(=O)Nc2ccccc2)no1 (centres undefined)	-1	.	-2.1	1	-1	-2.0	-1.0	-4	-2.8	1	-1.9
Cc1ccc(S(=O)(=O)c2nc(-c3ccccc3)oc2SCC(=O)NCC2CCCO2)cc1 (centres undefined)	6	0.1	0.2	-5	1	-1.0	-2.0	0	1.1	1	0.2
CCc1nc2ccc(C(=O)N3CCN(C(=O)c4ccco4)CC3)cn2c1N(C)Cc1cccs1	-9	.	0.0	-4	-2	-2.0	-2.1	2	0.8	-3	-0.5
Cc1nc2ccccc2n1CC(O)c1ccccc1 (centres undefined)	-7	-1.0	-0.5	-8	0	-1.1	0.6	2	-0.1	-3	1.6
COc1ccc(C(CCNCc2ccc(OC(C)C)cc2)c2ccccc2OC)cc1 (centres undefined)	3	1.2	-0.5	5	6	-1.2	-2.1	-5	-3.7	2	-1.1
CCN(CC)S(=O)(=O)c1cccc(C(=O)N2CC(O)CC2C(=O)OC)c1 (centres undefined)	0	0.0	-0.2	2	-2	-1.4	-1.0	-4	-1.6	-2	-1.4
O=C(CSc1nnc(-c2cccs2)n1-c1ccccc1)NCc1ccc2c(c1)OCO2	-2	2.7	-0.8	0	0	-2.0	-0.5	-4	1.2	1	-1.3
Nc1cc2c(cc1Cl)-c1ccc(Cl)cc1C2=O	-15	-1.5	-0.2	-2	1	-1.2	-1.9	18	3.1	-6	0.2
CC(NC(=O)c1ccc(Cl)cc1Cl)C(c1ccccc1)N1CCOCC1 (centres undefined)	-4	-1.2	-0.2	-1	2	-1.8	-0.3	2	3.1	-2	-0.8
Cc1ccc(-c2cc(C(=O)NCCCN3CCOCC3)c3ccc(Cl)c(C)c3n2)cc1	-5	1.2	0.1	-2	1	-0.8	-0.5	4	1.0	0	-1.2
COc1cc(NC(=O)Nc2nc(C(N)C(C)C)cs2)cc(OC)c1OC (centres undefined)	-9	.	2.6	1	-2	-1.3	-0.8	8	-2.7	-4	1.9
O=C(Cn1nnc2ccccc21)OCC(=O)c1ccccc1	-4	-0.3	0.6	0	0	-1.4	4.1	-12	-1.2	-4	0.8
Cc1cc(SCCOc2ccc(Br)cc2)nc(N)n1	-2	-1.7	-1.2	-7	0	-1.1	-1.6	-3	0.1	0	-0.7
O=C(O)COc1ccccc1C=NNC(=O)c1ccccc1NS(=O)(=O)c1cccs1	1	0.0	-0.5	-37	-25	-0.8	1.0	1	-0.1	-4	-1.6
Cc1ccsc1/C=N/NC(=O)c1ccc2c(c1)OCCO2	6	-0.7	2.5	-3	2	0.8	13*	-1	0.9	1	8.1*
CC1(C)C(C=C(Cl)Cl)C1C(=O)N(Cc1ccccc1Cl)C1CCS(=O)(=O)C1 (centres undefined)	8	-0.5	-0.4	4	2	-0.7	-1.7	-5	-0.6	3	-1.1
O=C(Nc1cnn(Cc2ccccc2)c1)c1cc2nc(-c3ccco3)cc(C(F)(F)F)n2n1	-8	0.6	-0.3	-14	-11	-1.0	0.8	2	0.2	-1	-1.5
Cc1nc2cc3sc(C)nc3cc2s1	5	0.9	0.6	-4	-2	-0.5	3.5	4	2.6	-6	-0.3
CN1CCN(Cc2nc3ccccc3c(=O)n2Cc2nc(-c3ccc4ccccc4c3)cs2)CC1	6&2	-0.3&-1.2	-1.1&-0.8	-2&0	1&3	-1.2&-1.5	0.4&2.5	-11&-27	-6.1&-3.4	-1&2	-1.5&-1.6
COc1ccccc1NC(=O)c1cc2c(=O)n(C)c3ccccc3c2n1C	6	-2.3	-0.4	-4	-5	-1.6	-1.5	-7	-2.8	1	-2.1
COc1ccc(C2/C(=C(\O)c3ccc4c(c3)OCCO4)C(=O)C(=O)N2c2nc(C)c(C(C)=O)s2)cc1 (centres undefined)	-3	0.8	-0.2	-14	1	-0.8	0.7	-6	2.7	-1	-1.2
N#CC1=C(N)Oc2n[nH]c(-c3cccs3)c2C1c1ccncc1 (centres undefined)	-2	0.5	0.5	-9	1	-1.1	-1.3	-7	1.1	-3	1.6
Cc1cccc(NS(=O)(=O)c2cccc(C(=O)N3CCCC(C(F)(F)F)C3)c2)c1 (centres undefined)	6	-0.2	-0.5	-5	-1	-0.5	-2.0	-19	-1.2	3	-1.0
O=C(Nc1ccccc1)c1ccc(S(=O)(=O)N2CCOCC2)cc1	-6	-1.1	0.7	-1	0	-1.1	0.8	-4	-0.5	-7	0.8
CC1(C)CNC(=O)CC(C)(C)N1O	1	0.2	0.7	0	-2	-1.5	-1.2	-6	1.6	-3	-0.8
COc1ccc(C(=O)/C=C/c2ccc(-c3ccccc3)cc2)cc1CSCC(=O)O	-16	-1.6	-3.8	-16	-2	-1.2	-3.7	4	-1.8	-7	-3.1
Cc1cccn(Cc2c(Cl)cccc2Cl)c1=O	-7	.	0.1	-7	2	-1.5	-1.6	11	2.4	1	-0.9
CCN(CC)c1ccc2cc(C(N)=O)c(=N)oc2c1	-64	.	1.3	-100	-79	-0.8	9.2	-1	4.2	-23	-0.1
CSCC[C@H](NC(=O)CC(C)(C)C)c1nc2ccccc2[nH]1	-6	0.7	-0.4	-3	-2	-1.4	-1.6	4	-2.1	-1	-1.0
Cc1ccc(S(=O)(=O)CCC#N)cc1	-7	0.7	-0.4	2	3	-0.8	-2.9	3	-0.3	-5	-0.8
COc1ccc(C)cc1S(=O)(=O)N(C)CC(=O)NCc1ccco1	-6	0.0	1.0	-1	6	-1.1	1.3	9	1.2	-2	-0.5
CN(C(=O)CSc1cccc[n+]1[O-])C1CCCCC1	-9	0.9	-0.5	-9	-4	-1.6	-0.2	10	1.7	-4	-1.0
NC(=O)c1ccccc1N/C=C/C(=O)c1ccc(Cl)cc1	-179	-1.0	2.9	-133	-104	0.6	10	-17	1.4	-50	6.7*
COc1cc(C(c2nnnn2C2CCCC2)N2CCN(C(=O)c3ccco3)CC2)cc(OC)c1OC (centres undefined)	0	-0.9	0.1	-1	5	-1.4	-1.6	-6	1.7	2	-1.8
O=C(O)c1cccc(N/N=C/c2ccc(OC(F)(F)F)cc2)c1	-3	-3.9	1.9	-9	-2	0.5	8.2	0	6.5	-7	4.3
COc1ccc(Cn2nnnc2C(c2cc3cccc(C)c3[nH]c2=O)N2CCOCC2)cc1 (centres undefined)	-69	-0.4	-0.4	-32	-21	-1.1	0.0	1	0.5	-28	-0.5
Cc1cccc(C(=O)Nc2cc(S(=O)(=O)N3CCOCC3)ccc2N2CCCCC2)c1	4	0.4	-0.5	-6	2	-1.6	-0.4	-12	0.0	3	-3.4
COc1ccc(/C=C(\NC(=O)c2ccco2)C(=O)Nc2ccc(C(C)=O)cc2)cc1	-7	-0.4	0.7	-6	-3	-0.3	-2.4	8	1.5	-3	-1.2
O=C(Nc1ccc(S(=O)(=O)NC2CCCC2)cc1)c1cnccn1	13	0.1	-0.7	1	1	-1.7	0.1	0	5.4	2	-2.2
O=S(=O)(Nc1ccc(-c2cnco2)cc1)c1ccccc1	1	-0.3	-0.1	-10	-3	-1.5	-0.9	-6	0.8	-4	-2.7
CN=c1scc(C)n1/N=C/c1ccc(O)c(O)c1O	-2	-2.3	0.3	-13	-7	-0.6	3.1	8	-4.2	-1	-0.2
O=C(/C=C/c1ccc(F)cc1)c1ccccc1Br	6	-0.4	-1.5	2	-2	-1.5	-1.8	-1	9.3*	3	-3.9
COc1ccc(C(=O)Nc2cccc(S(=O)(=O)NC3=NCCC3)c2)cc1OC	-6	0.7	0.1	-16	-1	-1.1	-1.2	7	0.2	-6	-1.0
CC(=O)NCC1COc2ccccc2O1 (centres undefined)	4	-0.5	0.3	-3	4	-1.1	-5.1	-2	-0.8	-2	-1.4
COc1ccc(/C(N)=N/OC(=O)Cc2ccccc2)cc1	0	2.7	0.3	2	4	-0.9	12*	5	5.7	-3	0.9
CCN(CC)c1ccc(/C=N/NC(=O)c2ccc3c(c2)OCCO3)cc1	-27	-0.2	-0.1	-425	-256	-0.9	3.1	4	3.0	-6	0.5
Fc1ccc2cc(-c3ccsc3)ncc2c1	-35	2.4	1.2	-17	-10	-0.1	8.7	3	4.7	-15	3.5
O=C(COc1ccccc1)Nc1ccc2c(c1)nc1n2CCOC1	0	0.9	1.2	0	0	-1.1	5.0	0	3.5	-3	0.5
CCO[C@H]1OC(C(=O)NCc2ccccc2)=C[C@@H](C2CC2)[C@@H]1CCCO	0	0.5	0.3	0	-2	-1.6	-1.6	0	-0.9	-1	-1.4

Next section.
SMILES	ADAM10 inh	DAX1 inh-1	DAX1 inh-2	PLC-beta3 inh	PLC-gamma1 inh	ssDAF-12 act	hgDAF-12 ag	HGIII-sPLA2 inh	GAA850 FXN act	ADAM17 inh	hcDAF12 agonist
CC(C)c1ccc(C2c3[nH]c4ccccc4c3C[C@H]3C(=O)N(c4ccccc4C(=O)N4CCC[C@H]4C(=O)O)C(=O)N23)cc1 (some centres undefined)	-17	1.5	0.1	-23	-13	-1.0	-1.1	-36	-0.5	-1	2.5
CCC(=O)N1CCN(c2ccc(Cl)cc2NC(=O)c2ccc([N+](=O)[O-])o2)CC1	-8	0.1	-5.4	-4	-4	-0.5	3.4	1	2.5	4	0.5
O=C(O)c1ccc(-n2ncc3c2/C(=C\c2cccc([N+](=O)[O-])c2)CC3)cc1	-8	2.5	-0.1	-5	-1	-0.8	3.5	8	1.1	-5	1.2
COc1ccc(-c2cc(CC3(C(=O)O)CCN(C(=O)OC(C)(C)C)CC3)on2)c(OC)c1	4	1.0	-0.1	-1	2	-1.0	1.7	-7	1.9	-2	-1.6
Cn1cc(/C=N/Nc2ccccc2)c2ccccc21	-10	1.9	0.0	-14	-13	0.3	2.7	0	1.5	-4	3.1
CCN1CCN(CCNC(=O)Cn2c(=O)c3cccn3c3ccc(F)cc32)CC1	-9	-0.4	0.1	-5	3	-0.5	-0.1	1	0.0	-6	0.9
Cc1ccc(CNC(=O)CN(c2ccc(C)cc2)S(=O)(=O)c2c(C)n[nH]c2C)cc1	5	-0.2	-0.4	-8	-1	-0.6	-1.4	-8	-1.9	-1	0.4
CCC(=O)N1CCC1(C)C(=O)NCc1ccccc1SC (centres undefined)	-6	.	-0.2	1	2	-1.0	-0.5	10	1.2	-3	0.0
O=C(C1CCCCC1)N1CCC2CC1c1cc(N3CCCCC3)ccc12 (centres undefined)	-3	-1.3	0.9	3	-3	-1.1	-0.8	0	-1.5	-5	-0.4
CCOC(=O)c1cnc(SCC(=O)Nc2nc(C)c(C)s2)nc1N	-6	2.2	-0.2	0	0	-1.0	0.2	-3	-2.7	1	-1.1
